Bioassay records (PubChem BioAssay)
uPA surface inh – cell surface uPA generation inhibition. 330,000 compounds, 0.31% hits. cell surface uPA generation assay, qHTS. Potency, µM (series often up to 38.3 µM), for inactives: top-dose activity change, negative = inhibition, hits mostly inhibitors. AID 540303; active = well fitted inhibition curve with a large enough effect; inconclusive = small, poorly fitted or top-dose-only effect; inactive = no such curve, though single readings can be large or run the other way; tested in mouse RAW 264.7 cells; also: % is scaled to controls: 0 for no effect and ±100 for the full control effect; nearly all actives have a fitted effect of over 55% in size
BRCA1 expr act – activators of BRCA1 expression; AID 624202; Potency, µM (doses to about 46.1 µM), without a hit: at the highest dose activation, hits mostly activators; 380,000 compounds, 1.1% hits; MCF7-BRCA1-FFLuc reporter, luminescence, 48 h; response scale: scaled: vehicle 0%, 10 µM genistein 100%; active = well fitted activation curve with a large enough effect; inconclusive = small, poorly fitted or top-dose-only effect; inactive = no such curve, though single readings can be large or run the other way; also: nearly all actives have a fitted effect of over 80% in size; some results filed as inactive show a strong effect at the top dose
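Luminescence from a BRCA1-driven firefly luciferase in MCF7 cells was read after 48 h compound exposure at 37 C. Data normalized against DMSO and a 10microM genistein activation control, then curve-fitted across the titration.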
Starred values were filed as active, the others as inactive; ? = inconclusive; [ ] = dose if it differs, or a comment. Potency is read from the fitted curve at half-maximal effect.

SMILES | uPA surface inh | BRCA1 expr act
Cc1cccc(NC(=O)C2CCCN(S(=O)(=O)c3c(C)nn(C)c3C)C2)c1 (stereo not drawn) | 0% | 0%
COc1ccc(OC)c(S(=O)(=O)N2CCN(C(=O)CCc3ccccc3)CC2)c1 | -12% | -17%
c1ccc(C2CC3CC(c4ccccc4)N2O3)cc1 (stereo not drawn) | 4% | -31%
CON=C(C(=O)NC1C(=O)N2C(C(=O)O)=C(CSc3nc(=O)c(=O)[nH]n3C)CSC12)c1csc(N)n1 (stereo not drawn) | 5% | 1%
COc1cccc2c1C(=O)c1c(O)c3c(c(O)c1C2=O)CC(O)(C(=O)CO)CC3OC1CC(N(C)C)C(O)C(C)O1 (stereo not drawn) | -10% | -85%
O=C(CCC(=O)N1CCN(S(=O)(=O)c2ccc(Cl)cc2)CC1)NCc1cccc(C(F)(F)F)c1 | 13µM* | -42%
Cc1nc2ccc(Br)cc2c(=O)n1Cc1cccs1 | -1% | 8%
COc1cc(C(=O)NC2CCN(C)CC2)ccc1Nc1ncc2c(n1)N(Cc1ccccc1)CCC(=O)N2C | ? | -76%
COc1ccc(C(CNC(=O)c2cccc(S(=O)(=O)Nc3ccc(F)cc3)c2)N2CCCC2)cc1 (stereo not drawn) | ? | -32%
Cc1ccc(OC(=O)c2ccccc2)cc1C | 1% | 2%
CN(CCc1ccccc1)C(=O)c1ccc(NC(=O)Cc2ccc(NC(=O)C3CCN(S(=O)(=O)c4cccc([N+](=O)[O-])c4)CC3)cc2)cc1 | 13% | -15%
COC(=O)C1=C(COc2ccccc2)NC(=O)NC1c1ccc(Cl)cc1 (stereo not drawn) | -11% | -10%
CN1CCN(c2ccc3c(c2)C2CC3CCN2C(=O)OCc2ccccc2)CC1 (stereo not drawn) | ? | 51%
C=CCCC(=O)N1C[C@H]2CON(C)[C@H]2C[C@H]1c1cccc(Br)c1 | 0% | 10%
CN(C(=O)c1ccc(NC(=O)Cc2cccc(NC(=O)C3CCN(C(=O)C4CCC4)CC3)c2)cc1)C1CC1 | ? | 51%
N#Cc1ccc(C(=O)N2CCC3CC2c2cc(-c4ccc(F)cc4)ccc23)cc1 (stereo not drawn) | -6% | -14%
Cc1ccc(CNC(=O)C2CCN(c3nc(C)cc(C)n3)CC2)cc1 | 4% | -2%
CN(C=O)c1cc([N+](=O)[O-])ccc1OCc1ccccc1 | 2% | 1%
CCOC(=O)NC1CCc2cc(OC)c(OC)c(OC)c2-c2ccc(SC)c(=O)cc21 (stereo not drawn) | -15% | ?
O=c1[nH]nc(SC2CCCCC2)c(=O)[nH]1 | -1% | -2%
Nc1cc(Cc2ccccc2)ccc1O | -6% | 14%
ClCC(CNCc1ccccc1)c1ccccc1 (stereo not drawn) | -5% | -21%
c1ccc2c(c1)ccn2CCCN1CCCCC1 | 5% | -15%
O=C(/C=C/c1ccc(Br)cc1)N1CCN(Cc2ccccc2)CC1 | -2% | 46%
Cc1cccc(C=CC(=O)c2ccccc2)c1 | -7% | ?
More compounds.
SMILES | uPA surface inh | BRCA1 expr act
CN(C(=O)c1cccc(NC(=O)Cc2ccc(NC(=O)C3CCCN(S(=O)(=O)c4cccc([N+](=O)[O-])c4)C3)cc2)c1)C1CCCC1 (stereo not drawn) | 4% | -11%
CCOC(=O)c1c2c(n(Cc3ccccc3)c1C)C(=O)C(=O)c1ccccc1-2 | -11% | -97%
Cc1ccc(C(=O)Nc2cccc(C(=O)NC3CCCCC3)c2)cc1 | -9% | 40%
O=C(Nc1ccc(C(=O)N2CCOCC2)cc1)Nc1cccc(C(F)(F)F)c1 | 17% | -12%
CCCCSc1nc2c([nH]1)c(=S)n(C)c(=O)n2C | 1% | -26%
COc1cc(C(=O)NC2CCN(C)CC2)ccc1Nc1ncc2c(n1)N(CCc1ccccc1)CCC(=O)N2C | ? | -74%[inhibitor]
COc1cc(C2c3cc4c(cc3OC(C)(N3CCCC3)C2C)OCO4)cc(OC)c1OC (stereo not drawn) | -9% | -78%
Nc1nnnn1/N=C/c1ccccc1O | 1% | -3%
CCOc1ccc2c(c1)OC1(CCC(C)C1)CC2=O (stereo not drawn) | -7% | -4%
COC(=O)C[C@H]1c2ccc(C(F)(F)F)cc2S(=O)(=O)N1Cc1ccccc1 | -17% | -13%
O=C(/C=C/Nc1cccc([N+](=O)[O-])c1)c1ccco1 | -13% | -37%
O=c1cc(Cc2ccc([N+](=O)[O-])cc2)[nH]c(=O)[nH]1 | 0% | 22%
Cc1ccc(CNCCCn2cnc(C(=O)Nc3ccc(C)c(C)c3)n2)o1 | ? | -6%
Cc1ccc(NC(=O)c2ncn(CCCN[C@H](C)c3cccc4ccccc34)n2)cc1C | ? | -23%
COc1ccc(NC(=O)/C(N=Nc2cccc(S(=O)(=O)Nc3ccc(SC(F)F)cc3)c2)=C(\C)O)cc1 | 14% | -20%
Clc1cccc(OCCOCCN2CCNCC2)c1Cl | -6% | 3%
CCN(c1ccccc1)S(=O)(=O)c1cccc(C(=O)OCC(=O)c2c(N)n(C)c(=O)n(C)c2=O)c1 | -5% | -17%
CN(C)C(=S)N=c1ssc(=S)n1Cc1cccnc1 | -4% | -56%
O=c1[nH]c(=O)c2[nH]c(=S)[nH]c2[nH]1 | 4% | -8%
COc1cc(C(=O)N2CCN(S(=O)(=O)c3ccc(Cl)cc3)CC2)ccc1OCC(=O)N1CCOCC1 | -13% | 0%
Cc1ccc(CN2CC(C(=O)Nc3ccc(S(=O)(=O)N4CCCCC4)cc3)CC2=O)cc1 (stereo not drawn) | -1% | -35%
CCOC(=O)c1cc(NC(=O)CSc2nnc(CN3CCOCC3)n2C)ccc1Cl | 1% | -10%
CCCC(=O)N1CCCC(C(=O)c2cccc(OC(C)C)c2)C1 (stereo not drawn) | -2% | ?
COc1cc(NC(=O)CC(C)C)ccc1NC(=O)c1ccco1 | -25% | 7.9µM*
N#CC1C=Cc2c(ccc3ccccc23)N1C(=O)c1ccccc1 (stereo not drawn) | -9% | -110%[inhibitor]

A few values from the entries so far.
Entry for `COc1cc(NC(=O)CC(C)C)ccc1NC(=O)c1ccco1` in uPA surface inh: -25%
Entry for `O=c1[nH]c(=O)c2[nH]c(=S)[nH]c2[nH]1` in uPA surface inh: 4%
Entry for `Nc1nnnn1/N=C/c1ccccc1O` in BRCA1 expr act: -3%

5 entries already listed, ordered by length of the SMILES, lowest first:
SMILES | uPA surface inh | BRCA1 expr act
CN(C)C(=S)N=c1ssc(=S)n1Cc1cccnc1 | -4% | -56%
CCCC(=O)N1CCCC(C(=O)c2cccc(OC(C)C)c2)C1 (stereo not drawn) | -2% | ?
COC(=O)C[C@H]1c2ccc(C(F)(F)F)cc2S(=O)(=O)N1Cc1ccccc1 | -17% | -13%
Cc1ccc(NC(=O)c2ncn(CCCN[C@H](C)c3cccc4ccccc34)n2)cc1C | ? | -23%
Cc1ccc(CN2CC(C(=O)Nc3ccc(S(=O)(=O)N4CCCCC4)cc3)CC2=O)cc1 (stereo not drawn) | -1% | -35%

More compounds:
SMILES | uPA surface inh | BRCA1 expr act
CN1NC(=O)CC1c1ccccc1 (stereo not drawn) | 3% | -24%
Cc1noc(NS(=O)(=O)c2ccc(NC(=O)c3ccccc3NS(=O)(=O)c3ccc(F)c(F)c3)cc2)c1C | -6% | 4%
O=C(O)c1ccc(NN=CC2=C(N3CCOCC3)/C(=C/c3ccccc3)CC2)cc1 | 2% | -40%
CC(C)C[C@H]1CNC(=O)C(=O)N1CC1CCN(CCc2ccc(-c3ccccc3)cc2)CC1 | -17% | 26%
CCC(=O)c1coc2ccc(O)cc12 | 11% | 35%
O=C(/C=C/c1ccccc1)CCN1CCCCC1 | -15% | -86%[inhibitor]
CC1CN(Cc2ccccc2)C(=O)N(c2ccccc2)C1=O (stereo not drawn) | 3% | -13%
CN(Cc1ccccc1)C(=O)c1cccc(NC(=O)Cc2ccc(NC(=O)C3CCCN(C(=O)C4CCC4)C3)cc2)c1 (stereo not drawn) | 11% | 0%
Cc1c(NC(=O)c2nn(C)c(=O)c3ccccc23)c(=O)n(-c2ccccc2)n1C | -3% | -28%
O=C(c1ccccc1)N(C(=O)c1ccccc1)N1CCCC1 | -1% | -11%
Cc1ccc(C2=CSC3=NCCN23)cc1 | 0% | -11%
c1ccc(-c2cnc(-c3ccccn3)nn2)cc1 | 6.3µM* | 19%
COc1ccc(C)cc1S(=O)(=O)NC(C)c1cnn(-c2ccccn2)c1C (stereo not drawn) | 4% | 6%
CN(C)CCN(C(=O)C1=COCCO1)c1nc2ccc(F)cc2s1 | 9% | 87%
O=C1c2ccc(-c3nc4ccccc4o3)cc2C(=O)N1Cc1cccnc1 | 5% | 3%
CCO[C@H]1OC(C(=O)NCc2nc3ccccc3[nH]2)=C[C@@H](c2cn(C(C)=O)c3ccccc23)[C@@H]1CCCO | 2% | -1%
O=C1CC2(CCCCC2)CC(=O)N1CCc1ccccc1 | -2% | 52%
O=C1NC[C@H](Cc2ccccc2)N(C[C@H]2CCCN2C[C@H](Cc2ccccc2)N2C[C@H](Cc3ccc(O)cc3)N(CCc3ccccc3)C(=O)C2=O)C1=O | -4% | 0%
Cc1ccccc1OCCn1cc(C(=S)N2CCCC2)c2ccccc21 | -6% | -29%
O=C(Nc1nccs1)OCc1ccccc1 | -3% | 14µM*
O=C(Nc1ccccc1N1CCCCC1)c1ccc(-c2cc(Cl)ccc2Cl)o1 | 4% | -3%
COc1cc(C(=O)CCc2ccc3c(c2)OCO3)cc(OC)c1OC | 1% | -60%
Cc1c[n+]([O-])cc(C)c1[N+](=O)[O-] | -3% | -1%
O=C(Nc1ccccc1)C1CCOC1=O (stereo not drawn) | 10% | 1%
CC(CNCCCn1ccc(NC(=O)OCc2ccccc2)nc1=O)c1ccccc1 (stereo not drawn) | 17% | 0%

One compound at a time, from the list above:
`O=C(Nc1ccccc1)C1CCOC1=O` (stereo not drawn) across the screens: uPA surface inh: 10%; BRCA1 expr act: 1%
`CCO[C@H]1OC(C(=O)NCc2nc3ccccc3[nH]2)=C[C@@H](c2cn(C(C)=O)c3ccccc23)[C@@H]1CCCO` across the screens: uPA surface inh: 2%; BRCA1 expr act: -1%

(further entries)
SMILES | uPA surface inh | BRCA1 expr act
COC(=O)c1ccc(N2CCOCC2)c(NC(=O)c2cc3ccccc3o2)c1 | 0% | 0%
CCN(CC)c1nc(NNC(=O)c2ccccc2)nc(N(CC)CC)n1 | 1% | 8%
CCN(CC)S(=O)(=O)c1ccc(N2CC(C(=O)Nc3cccc(C(=O)NC4CC4)c3)CC2=O)cc1 (stereo not drawn) | 16% | -4%
CC(=O)OCC1(O)CC23CCC4c5ccoc5CCC4(C)C2CCC1C3 (stereo not drawn) | -18% | -23%
C=CCOc1ccc(C=CC(=O)c2c(O)c(OC)c(OC)c(OC)c2OC)cc1 | -7% | -48%
CCCCOc1ccc(/C=C(\C#N)C(=O)NC2CC2)cc1 | -2% | -4%
Cc1cc(NC(=O)NC(=O)c2ccccc2NC(=O)CN(C)C)ccc1Oc1ncc(Br)cn1 | -15% | -71%
COc1cc2cncc(Cc3ccccc3)c2cc1O | -1% | 7%
O=C(Nc1cccc(F)c1)c1cc(-c2ccco2)nc2ccccc12 | -17% | -25%
O=C(/C=C/c1cccs1)N1CCC2(CC1)Oc1ccc(Cl)cc1C(=O)C21CC(c2ccc(Cl)cc2)=NO1 (stereo not drawn) | 13% | -1%
COC(=O)CCC(=O)OC1(C)C(=O)C2=CN(C3CC3)C(c3ccc(OC)cc3)=CC2=C(Br)C1=O (stereo not drawn) | 7% | -23%
Cc1ccc(C=NNc2ccc([N+](=O)[O-])cn2)cc1 | 8% | ?
CCc1ccc(CNCCNC(=O)c2ccco2)cc1 | 4% | -36%
COc1ccc(CC(=O)NC(=S)Nc2cccc(C)c2)cc1 | -2% | 0%
COc1ccc(N=C2c3ccccc3-c3ccc([N+](=O)[O-])cc32)cc1 | -6% | -15%
CCN(C(=O)COC(=O)CNC(=O)c1ccc2ccccc2c1)c1c(N)n(Cc2ccccc2)c(=O)[nH]c1=O | 3% | -1%
O=C1N[C@@H](Cc2ccccc2)C(=O)N2[C@@H]3N(S(=O)(=O)c4ccccc4)c4ccccc4[C@]3(Br)C[C@@H]12 | -6% | -35%
Oc1ccccc1C=NN=CC=Cc1ccccc1 | 2% | 22%
O=C(c1ccccc1)C(O)(Cc1ccccc1)c1ccccc1 (stereo not drawn) | 11% | -34%
CC[C@H](C)[C@H](NC(=O)OCc1ccccc1)C(=O)OCC(=O)N1CCN(c2ccc(F)cc2)CC1 | -12% | -43%
CC(=O)Nc1ccc(NC(=O)CSc2nc(=O)n(Cc3cccnc3)c3c2CCC3)cc1 | 3% | 2%
O=C(c1ccc(F)cc1)C1CCN(Cc2ccccc2)CC1 | -2% | -2%
C=CCOc1ccccc1/C=c1\sc2nc(-c3oc4ccccc4c3C)nn2c1=O | 9% | 1%
O=C(O)c1ccc(Cn2cnc3c(=O)[nH]cnc32)cc1 | -2% | 4%
CCN(C(=O)COC(=O)c1cc2ccccc2cc1OC)c1c(N)n(Cc2ccccc2)c(=O)[nH]c1=O | 0% | -11%
(further entries)
SMILES | uPA surface inh | BRCA1 expr act
CSc1nc2[nH]c(=O)[nH]c2c(=O)[nH]1 | 0% | -4%
C1=CC2=NC34CCCCC3CC3=C(CCCC3)N4C2=CC1=NC1CCCCC1 (stereo not drawn) | -29% | -98%
COc1cc2sc3ccc(-c4ccc5[nH]ccc5c4)cc3c(=O)c2cc1OC | 10% | ?
COc1ccc(CCC(=O)Nc2ccc(N3CCOCC3)c(S(=O)(=O)Nc3ccc(OC)cc3)c2)cc1 | 0% | -20%
CC1=CC2=NC(=O)C(c3ccccc3)C(=O)N2C=C1 (stereo not drawn) | -7% | 19%
CCOC(=O)CSCc1csc(CC(=O)Nc2ccccc2C)n1 | 6% | 8%

Not all compounds are listed (hit frequency here may not be typical).
